AMA1-RON2 inh: disrupts binding of P. falciparum AMA1 to RON2; AlphaScreen AMA1-biotinylated RON2 peptide binding; Potency, µM (highest dose often 58.2 µM), without a hit: at the highest dose activity change, negative = inhibition, hits mostly inhibitors; 360,000 tested, 0.2% active; AID 720542;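 note: potency is the fitted concentration of half-maximal effect; 0% = vehicle wells and -100% = peptide control; nearly all actives have a fitted effect of over 45% in size; some results filed as inactive show a strong effect at the top dose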
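AMA1 (3D7) with his tag at 25 nM final met compounds first, then biotinylated RON2 peptide at 25 nM; detection used donor plus acceptor beads, 10 µg/mL apiece, read by AlphaScreen after 30 min at room temperature.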
AmpC inh detg: AmpC beta-lactamase inhibition with detergent present | 370,000 tested, 0.041% active | AmpC hydrolysis of nitrocefin, absorbance 480 nm, 0.01% Triton | AID 485294 | Potency, µM (top dose mostly 114 µM), for inactives: at the highest dose activity change, negative = inhibition, hits mostly inhibitors | P00811;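 note: potency is the fitted concentration of half-maximal effect; 0% = no-compound wells and -100% = no-enzyme wells; nearly all actives have a fitted effect of over 25% in size; some results filed as inactive show a strong effect at the top dose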
Target sequence (P00811 whole entry, looked up): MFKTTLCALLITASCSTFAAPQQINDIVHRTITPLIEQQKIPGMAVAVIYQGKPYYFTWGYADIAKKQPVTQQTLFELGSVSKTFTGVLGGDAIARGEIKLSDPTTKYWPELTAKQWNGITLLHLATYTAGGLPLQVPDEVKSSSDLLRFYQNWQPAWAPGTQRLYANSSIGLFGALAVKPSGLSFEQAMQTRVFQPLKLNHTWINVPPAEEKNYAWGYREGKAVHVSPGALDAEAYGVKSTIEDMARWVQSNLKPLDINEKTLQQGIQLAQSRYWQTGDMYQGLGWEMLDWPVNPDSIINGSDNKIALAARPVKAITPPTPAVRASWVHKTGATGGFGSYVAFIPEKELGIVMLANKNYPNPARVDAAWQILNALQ
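20 mM phosphate pH 7.0 + 0.01% (detergent screen) or 0.0001% Triton X-100; 5.3 nM AmpC reagent; cpd preinc 15 min RT; nitrocefin (800 uM stock) to start; A480 q20 s × 4 min; Activity was normalised to no-enzyme and no-compound control wells.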
HCMV antiviral: blocks human cytomegalovirus replication; 410,000 tested, 4.5% active; HFF cells, HCMV-luciferase reporter, 72 h; active compounds read low; activity change, negative = inhibition, % at 57.5 µM; in the data active = activity change below about -60%; inconclusive = no clear call, values can overlap the other calls; inactive = above about -39%
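Luciferase read-out from HCMV-luciferase-infected HFFs (MOI 1 PFU/cell) 72 h post infection at 37C; compounds added after 16 h cell attachment; activity normalized between buffer-only basal and Salinomycin (10uM) inhibitor controls.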
LmPK inh: LmPK (Leishmania mexicana) enzyme inhibition; AID 1721; Potency, µM (top dose mostly 57.5 µM), inactives show at the top dose activity change, negative = inhibition, most hits filed as inhibitors; Q27686; 290,000 tested, 0.37% active; purified LmPK, Kinase-Glo ATP luminescence, 1 h; note: potency is the fitted concentration of half-maximal effect
Target sequence (Q27686 whole entry, looked up): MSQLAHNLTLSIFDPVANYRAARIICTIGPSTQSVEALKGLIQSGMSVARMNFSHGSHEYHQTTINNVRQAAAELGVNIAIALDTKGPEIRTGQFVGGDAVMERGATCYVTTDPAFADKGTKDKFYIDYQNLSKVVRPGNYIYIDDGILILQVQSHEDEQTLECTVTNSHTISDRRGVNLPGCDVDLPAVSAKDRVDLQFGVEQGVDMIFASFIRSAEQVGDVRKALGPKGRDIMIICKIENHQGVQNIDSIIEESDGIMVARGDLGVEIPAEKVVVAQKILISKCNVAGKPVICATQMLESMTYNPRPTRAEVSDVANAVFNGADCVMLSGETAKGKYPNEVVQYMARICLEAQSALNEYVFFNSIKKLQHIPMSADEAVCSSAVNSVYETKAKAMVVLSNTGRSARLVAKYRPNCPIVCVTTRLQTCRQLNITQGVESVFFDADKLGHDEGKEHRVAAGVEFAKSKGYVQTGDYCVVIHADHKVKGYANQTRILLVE
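Kinase-Glo luminescence read after 1 h RT reaction of 0.1 nM LmPK with 0.5 mM PEP and 0.1 mM ADP. Activity scaled between uninhibited and enzyme-free controls.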
Sm TGR inh: S. mansoni TGR enzyme inhibition; Q962Y6; purified TGR, DTNB reduction, TNB absorbance 405 nm; Potency, µM (top dose mostly 114 µM), inactives show at the top dose activity change, negative = inhibition, most hits filed as inhibitors; 360,000 tested, 3% active; AID 485364; note: potency is the fitted concentration of half-maximal effect; nearly all actives have a fitted effect of over 60% in size
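TGR 20 nM + NADPH 100 uM (dispensed conc.), cpd preinc 15 min RT; start with NADPH (500 uM addition) then DTNB (15 mM addition). Kinetic TNB absorbance, 405 nm filter. Four-parameter Hill fit across titration.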
Tb PYK inh: T. brucei pyruvate kinase inhibition. TbPYK enzyme, Kinase-Glo Plus ATP luminescence, 45 min. Potency, µM (doses to about 76.8 µM), without a hit: at the top dose activity, negative = inhibition, usual class: inhibitors. 410,000 tested, 0.12% active. AID 624173; note: potency is the fitted concentration of half-maximal effect; nearly all actives have a fitted effect of over 50% in size
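Quantitative HTS: titrated library compounds versus trypanosomal pyruvate kinase in TEA buffer (pH 7.2) containing KCl, MgCl2, BSA and Tween-20. Reactions were initiated with ADP, 130 uM final. Kinase-Glo Plus luminescence was read after 45 min at RT.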
AmpC inh no detg: blocks E. coli AmpC beta-lactamase in detergent-free assay. AID 485341. Potency, µM (titrated, usually from 57.1 µM), for inactives: at the highest dose activity change, negative = inhibition, actives largely listed as inhibitors. AmpC nitrocefin hydrolysis, absorbance 480 nm, 0.0001% Triton. P00811. 330,000 tested, 0.52% active;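 note: potency is the fitted concentration of half-maximal effect; plate controls were no compound for no effect and no enzyme for full effect; nearly all actives have a fitted effect of over 20% in size; some results filed as inactive show a strong effect at the top dose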
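20 mM phosphate pH 7.0 + 0.01% (detergent screen) or 0.0001% Triton X-100; 5.3 nM AmpC reagent; cpd preinc 15 min RT; nitrocefin (800 uM stock) to start; A480 q20 s × 4 min; Activity was normalised to no-enzyme and no-compound control wells.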
An asterisk follows results filed as active; u = inconclusive; x = not tested or not shown; & = joins results of further samples; [ ] = another dose, or the depositor's remark. Unless noted, calls come from the whole dose curve; as a rule, active = well fitted curve in the direction sought with a large enough effect; inconclusive = small, poorly fitted or top-dose-only effect, or another doubt; inactive = no such curve, though single readings can be large; an effect the other way counts as inactive or inconclusive. Unless noted, % is set by controls: 0 for no effect and ±100 for the full control effect.

Values run as follows: AMA1-RON2 inh	AmpC inh detg	HCMV antiviral	LmPK inh	Sm TGR inh	Tb PYK inh	AmpC inh no detg
COCCCn1c(SCc2nnc(-c3ccc(OC)c(OC)c3)o2)nnc1-c1ccncc1
  11%	-2%	-36	0%	-2%	-3%	-12%
NS(=O)(=O)c1ccc(CCNC(=O)CNC(=O)C2CCCCC2)cc1
  7%	-10%	-1	-2%	15%	0%	3%
COC(=O)c1ccc(C(=O)N2CCCC(N3CCN(c4ccccc4)CC3)C2)nc1 (stereo not given)
  23%	3%	-20	-8%	-31%	-7%	1%
CC(C)C[C@H]1CNC(=S)N1CC1CCN(CCC2CCCC2)CC1
  10%	x	1	x	x	-5%	x
CC(C)n1c(NCc2nc3ccccc3n2C)nc2ccccc21
  32%[activator]	-11%	132	0%	-11%	5%	-46%
Cn1c(SCC(=O)N2CCCc3ccccc32)nnc1-c1ccco1
  0%	2%	-36	1%	-1%	1%	-7%
CN1CCCCCC1C(=O)N1CCC(N2CCC(C(=O)N3CCOCC3)CC2)CC1 (stereo not given)
  -9%	1%	-25	3%	u	-2%	9%
COc1ccc(CN2C(=O)COc3ccccc32)cc1
  17%	-12%	-3	-4%	0%	-2%	-9%
O=C1NC(=O)N(CCc2ccc(F)cc2)C(=O)/C1=C/C=C/c1ccccc1
  4%	16%	-72*	14%	-30%	-1%	-19%
O=C(Nc1cccc(C(F)(F)F)c1)c1noc2c1CCc1ccccc1-2
  x	30%[activator]	47	x	9%	1%	x

3 entries from above, ordered by formula weight, largest number first:
Values run as follows: AMA1-RON2 inh	AmpC inh detg	HCMV antiviral	LmPK inh	Sm TGR inh	Tb PYK inh	AmpC inh no detg
COCCCn1c(SCc2nnc(-c3ccc(OC)c(OC)c3)o2)nnc1-c1ccncc1
  11%	-2%	-36	0%	-2%	-3%	-12%
COC(=O)c1ccc(C(=O)N2CCCC(N3CCN(c4ccccc4)CC3)C2)nc1 (stereo not given)
  23%	3%	-20	-8%	-31%	-7%	1%
Cn1c(SCC(=O)N2CCCc3ccccc32)nnc1-c1ccco1
  0%	2%	-36	1%	-1%	1%	-7%

The list goes on.
Values run as follows: AMA1-RON2 inh	AmpC inh detg	HCMV antiviral	LmPK inh	Sm TGR inh	Tb PYK inh	AmpC inh no detg
Brc1ccc(C2=CC(c3cccs3)n3ncnc3N2)cc1 (stereo not given)
  -11%	-7%	-16	2%	22µM*	-14%	10µM*
CCOc1cc(C(c2c(C)[nH][nH]c2=O)c2c(C)[nH][nH]c2=O)cc(Cl)c1O
  4%	3%	1	-1%	35µM*	-5%	-25%
COc1cc(NC(=O)COCc2cc(-c3ccc(F)cc3)on2)cc(OC)c1OC
  x	19%	-27	x	-4%	-2%	x
S=C1NCN(C2CCCCC2)CN1c1ccccc1
  -4%	-3%	-10	0%	3%	0%	-9%
COc1ccccc1OCC#CCn1ccnc1
  u	5%	24	-6%	9%	1%	-8%
CCCCCCn1c(O)c(C=NCCN2CCCCC2)c(=O)[nH]c1=O
  -1%	-15%	-18	-5%	-18%	9%	-21%
CC(=O)N(c1ccc(C)cc1)S(=O)(=O)c1ccc(Cl)cc1
  0%	-2%	-13	0%	-6%	-2%	-13%
c1ccc(CCc2nn3c(C4COc5ccccc5O4)nnc3s2)cc1 (stereo not given)
  11%	u	25	4%	-10%	u	24%
CN1CCc2c(n(CC(O)CN(CCO)CCO)c3ccccc23)C1=O (stereo not given)
  8%	-1%	u	-9%	-20%	1%	-20%
Cc1ccc(-c2nc(C#N)c(NCCc3ccccn3)o2)cc1
  3%	u	71	5%	-23%[11.4 µM]	-5%	-2%
CCOc1cccc(/C=N/NC(=O)CC2C(=O)NN=C2C)c1O (stereo not given)
  93%[activator]	5%	3	0%	8%	-3%	-11%
CCCC1(c2ccccc2)NC(=O)N(CCN2C(=O)c3ccccc3C2=O)C1=O (stereo not given)
  1%	-1%	x	-4%	0%	0%	6%
[O-]/C(=C(\C(=S)Nc1cccc2ccccc12)[n+]1cccc(CO)c1)c1ccc(Cl)s1
  31%[activator]	3%	20	2%	-2%	-3%	-42%
CN1CCN(c2ccc([N+](=O)[O-])c(Sc3nc4ccccc4[nH]3)c2)CC1
  4%	0%	89	1%	-1%	0%	11%
COc1ccc(-c2cc(C(F)(F)F)nc(SCCC(=O)Nc3cccc(O)c3)n2)cc1
  x	26%	u	x	-1%	-4%	x
CCOc1ccc(NS(=O)(=O)c2ccc(NC(=O)c3ccccn3)cc2)cc1
  14%	-14%	-24	x	-21%	-14%	-30%
Cc1cc(=O)[nH]c2ccc(S(=O)(=O)N3CCOCC3)cc12
  -3%	u	10	-3%	2%	-3%	3%
C=CCNC(=O)COC(=O)c1cc(S(=O)(=O)N2CCCCC2)ccc1Cl
  5%	u	-38	3%	5%	-1%	4%
CC(=O)Nc1ccc(Nc2ncnc3sc4c(c23)CCCC4)cc1
  x	-4%	-14	x	-9%	-4%	x
COCCn1cnc2c1c(=O)n(CC(=O)OCC#N)c(=O)n2Cc1ccccc1
  -23%	u	-6	8%	1%	-10%	-8%[11.4 µM]
O=C(/C=C/c1ccco1)NCCCN1CCN(CCCNC(=O)/C=C/c2ccco2)CC1
  -1%[11.6 µM]	-3%	-18	2%	0%	-1%	-3%
COc1ccc(/C(C)=N/NC(=O)CCC(=O)Nc2ccc(Cl)cc2Cl)c(OC)c1
  -5%	-6%	21	2%	-9%	-8%	12%
CN(C)c1ccc(/C=C2/C[N+](C)(C)C/C(=C/c3ccc(N(C)C)cc3)C2=O)cc1
  22µM*	x	u	x	x	-27%	x
C=CCSc1nnc(NC(=O)CSc2nc3ccccc3[nH]2)s1
  -7%	0%	35	5%	3%	-9%	-41%
O=C(c1ccc(Cl)c(S(=O)(=O)N2CCOCC2)c1)N1CCN(c2ccccc2)CC1
  -8%	0%	17	7%	3%	-5%	29%
Cc1cccc(-c2noc(-c3ccc(NCc4ccccc4)c([N+](=O)[O-])c3)n2)c1
  x	-2%	11	x	-4%	1%	x
Cc1cc(OCC(O)CN2CCN(C)CC2)ccc1C(C)C (stereo not given)
  -2%&-13%	u	2&-24	-4%	-2%	-2%&-3%	4%
O=S(=O)(/N=C(/NNS(=O)(=O)c1ccccc1)c1ccccc1)c1ccccc1
  60%[activator]	-7%	u	3%	0%	0%	-34%
O=C(NCc1nnc(SCC(=O)N2CCC(Cc3ccccc3)CC2)o1)c1ccccc1F
  -5%	u	6	1%	8%	2%	30%
O=C(O)CN1C(=O)C(=O)N(Cc2ccc(C(F)(F)F)cc2)C1=O
  0%	-3%	52	5%	79%[activator]	-6%	-12%
COc1ccc(NC(=O)C[C@H]2C(=O)N(CCc3ccccc3)C[C@@H]2c2ccc(OC)cc2)cc1
  -3%	x	10	x	x	2%	x
N#CC(C#N)=C/C=C(\Nc1ccc(Cl)cc1)c1ccc(Cl)cc1
  23%	-5%	-16	-1%	-1%	-19%	-39%
Cc1ccc(CSCCNC(=O)CCSc2ccccc2)cc1
  -1%	2%	-37	2%	42%[activator]	1%	2%
O=C(Nc1cccc(-c2cn3ccccc3n2)c1)c1cccs1
  -5%	1%	-20	-2%	1%	-5%	-32%
CS(=O)(=O)N(CC(=O)Nc1ccccc1Sc1ccccc1)c1cccc(Br)c1
  -1%	4%	-1	10%	-2%	-5%	u
O=C(Cn1nc(Cl)nc1Cl)c1ccc2c(c1)OCCO2
  42%	u	25	-2%	20µM*	-2%	-21%
Cc1ccc(Cl)cc1NC(=S)N(Cc1ccccc1)Cc1cccnc1
  9%	-4%	-17	1%	15%	-4%	0%
CC1(C)Cc2cccc(C(=O)Nc3ccc(Cl)cc3)c2O1
  6%	6%	u	6%	7%	2%	-27%
CN(C(=O)c1sc2nc(N3CCCC3)c3c(c2c1N)CC(C)(C)OC3)c1ccccc1
  -3%	u	-29	-2%	0%	-14%	68%[activator]
O=C(CSc1nc2nccnc2c(=O)n1Cc1cccs1)Nc1ccccc1F
  -15%	0%	-31	0%	14%	-3%	11%
Cc1oc2ccc(O)c(CN3CCCC3)c2c1C(=O)Nc1ccccc1
  x	0%	-33	x	-7%	1%	x
Cc1ccc(C(C)C)cc1-n1nnc(-c2cccc(Cc3ccc4ccccc4c3)c2)c1C(C)O (stereo not given)
  2%	x	u	x	x	3%	x
Cn1c(N2CCOCC2)nc(-c2ccccc2)c1-c1ccccc1
  -13%	u	u	3%	5%	8%	74%[activator]
C/C(=N/NC(=O)CNC(=O)c1ccco1)c1ccco1
  7%	-10%	-15	7%	-1%	-4%	-16%
Cc1cccc(N2CCN(C(=O)CCc3c(C)nc4ncnn4c3C)CC2)c1C
  x	-3%	-23	x	1%	2%	x
Cc1cc(NC(=O)CSc2nnc(-c3ccco3)n2CC2CCCO2)no1 (stereo not given)
  -17%	-4%	34	-3%	-28%	3%	-22%
O=C(CC1C(=O)NCCN1Cc1ccc(-c2ccccc2)cc1)NCc1ccncc1 (stereo not given)
  10%	0%	12	1%	u	-3%	78%[activator]
COC(=O)C1=C(c2cccc(OCc3ccccc3)c2)C[C@@H]2CC[C@H]1N2C(=O)NCc1ccc(F)cc1
  -2%	0%	-35	x	-16%	-3%	-3%
Cc1ccc(OCCN(C)C)c([N+](=O)[O-])c1
  -15%	-4%	66	-12%	6%	1%	-20%
S=C(NCc1ccncc1)Nc1ccc(Br)cc1
  -9%	u	-24	-3%	28µM*	-2%	-32%

Next section:
Values run as follows: AMA1-RON2 inh	AmpC inh detg	HCMV antiviral	LmPK inh	Sm TGR inh	Tb PYK inh	AmpC inh no detg
Cc1ccc(NC(=O)Cc2noc3ccccc23)cc1
  -5%	-6%	75	-5%	1%	-1%	-21%
CC(C)c1ccc(NC(=O)CN2C(=O)NC(Cc3c[nH]c4ccccc34)C2=O)cc1 (stereo not given)
  -9%	-11%	0	x	0%	5%	-26%
COC(=O)c1sccc1NC(=O)CSc1cccc(Cl)c1Cl
  32%[activator]	u	-4	-3%	9%	-6%	-27%
CCOC(=O)N1CCN(C(=O)CSCC(=O)Nc2nc(-c3ccc(-c4ccccc4)cc3)cs2)CC1
  -3%	u	-77*	-4%	-14%	-9%	u
Cc1ccccc1CNS(=O)(=O)c1ccc2c(c1)OCCO2
  -1%	-1%	-12	2%	-16%	-5%	-17%
CCN(CC)C(=O)c1ccc(NC(=O)C2=C(C)OCCS2)cc1
  1%	-6%	8	-1%	-9%	-19%	-2%

Source: PubChem (National Center for Advancing Translational Sciences (NCATS))
